Assay outcomes: PubChem, several laboratories
EBV gp42 inh = inhibitors of Epstein-Barr virus glycoprotein 42. Q1HVG2. Fluorescence polarization binding assay, mP read-out. inhibition, % (tested at 21.74 µM). 220,000 compounds, 0.42% hits; in the data active = inhibition above about 50%
NCF1 inh = inhibitors of human p47phox binding | P14598 | p47phox/p22phox peptide binding, fluorescence polarization, 2 h | inhibition, % at 24.7 µM | 220,000 compounds, 0.53% hits;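 note: 0% = p47phox with labelled peptide and 100% = labelled peptide alone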
Cl transport mod = modulates chloride dependent transport by human KCC2. Q9H2X9. KCC2 cells, thallium flux FluoZin-2 fluorescence. B-score of Tl+ flux slope (higher = more flux/activation; lower = inhibition) at 10 µM. 190,000 compounds, 2.2% hits;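 active = thallium flux slope and its plate-corrected score both differing from the plate sample mean at a set confidence after two filtering rounds, in either direction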;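 note: slope of fluorescence scaled to starting intensity during 10 to 20 s after thallium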
eIF4E 4G PPI = blocks eIF4E binding to eIF4G. TR-FRET eIF4E-eIF4GI(517-606) binding, 2 h. inhibition, % at 21.7 µM. 220,000 compounds, 0.37% hits;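 note: 0% = full FRET control wells and 100% = background wells lacking eIF4GI fragment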
Rad51 HR inh = Rad51 (human) homologous recombination inhibition; inhibition, % at 10 µM; 200,000 compounds, 0.085% hits; hRad51 DNA strand exchange, fluorescence dequenching; AID 1385; Q06609;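 active = inhibition above 40% at the single screening dose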;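 note: 0% = DMSO control wells and 100% = blanks with heterologous ssDNA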
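material = hRad51 filaments on single-stranded DNA | timing = filaments 15 min 37 °C, then compound 30 min | signal = FRET fluorescence dequenching, excitation 485 nm, emission 520 nm | benchmarks = control wells and blank wells on each plate | evaluation = percent inhibition relative to plate controls and blanks | compound = 10 µM final, single point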
Furin inhibitor = inhibitors of human furin; P09958; purified furin, fluorogenic substrate cleavage; inhibition, % at 30 µM; 220,000 compounds, 0.061% hits; in the data active = inhibition above about 25%; note: inactives centre near -15
thrombin 1536 = inhibitors of human thrombin. P00734. 220,000 compounds, 0.26% hits. inhibition, % at 5 µM. alpha-thrombin, Boc-VPR-AMC fluorogenic substrate cleavage. AID 1046;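 active = inhibition at or above 40%; inactive = inhibition below 40%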;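 note: 0% = enzyme with no compound and 100% = wells without enzyme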
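System: human alpha-thrombin protein; Compound dosing: one concentration per compound, 5 µM, with 0.2% DMSO; Timing: reaction at room temperature; Technique: AMC fluorescence, 355/460 nm; Controls: enzyme without compound as high, wells lacking enzyme as low.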
hK5 inh = inhibitors of human kallikrein 5; Q9Y337; AID 873; 210,000 compounds, 0.59% hits; recombinant hK5, fluorogenic AMC substrate cleavage; inhibition, % at 5 µM;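 active = inhibition of 40% or more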;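 note: 0% = enzyme controls without compound and 100% = no-enzyme blanks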
14-3-3 Bad inh = disrupts binding of bovine 14-3-3 zeta to phospho-Bad peptide; P63103; TR-FRET 14-3-3zeta/Dy647-pBad peptide displacement, 1 h; inhibition, % at 21.7 µM; 220,000 compounds, 0.71% hits;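 active = inhibition above about 70%, limit read from the data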;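 note: 0% = full 14-3-3 plus peptide FRET controls and 100% = background without 14-3-3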
Active calls of the source: *; . = no result given; [ ] = another dose, or the depositor's remark.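 Rule for the calls, unless noted: active = inhibition above about 30% (limit read from the data); inactive = the rest.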 Hits appear at their usual frequency. Share with any hit: about 4.7%.

#1 CCNC(=S)N/N=C/c1ccccc1[N+](=O)[O-]
#2 CCn1cc(C(=O)OCC(=O)Nc2cccc(Cl)c2Cl)c(=O)c2ccc(C)nc21
#3 Cc1cc(N2CCC(C)CC2)nc2ccc(N3C(=O)CCC3=O)cc12
#4 CCOC(=O)N1CCN(c2c(NCCN(C)Cc3ccccc3)c(=O)c2=O)CC1
#5 COc1cccc(/C=N/NC(N)=S)c1OCc1cccc(Cl)c1
#6 COC(=O)c1cccc(NC(=O)CC2C(=O)NCCN2C(=O)c2ccc(F)cc2F)c1 (centres undefined)
#7 CN(C(=O)c1ccc(=O)n(Cc2ccc(Cl)cc2)c1)c1ccccc1
#8 CN(Cc1ccon1)C(=O)CC1C(=O)NCCN1Cc1cccc(Oc2ccccc2)c1 (centres undefined)

entry no.,1,2,3,4,5,6,7,8
Rad51 HR inh,-14,3,6,5,4,5,-11,3
Cl transport mod,1.1,-2.7,0.88,0.059,1.3,-0.042,-0.66,1.2
hK5 inh,4,-3,9,14,-16,-3,0,2
EBV gp42 inh,-3,4,-10,1,12,-3,-7,1
Furin inhibitor,-12,-25,3,-23,-15,-8,-26,-26
eIF4E 4G PPI,0,9,7,-2,12,4,-2,1
14-3-3 Bad inh,-3,35,15[fluorescence artefact?],-4[fluorescence artefact?],-26[fluorescence artefact?],-2,-4,-14
thrombin 1536,5,-26,6,3,-10,-4,1,-8
NCF1 inh,2,1,-4,2,-11,-14,-16,1

#9 O=C(O)/C=C/C(=O)Nc1ccc(Oc2ccc(NC(=O)/C=C/C(=O)O)cc2)cc1
#10 CCOC(=O)c1c(-c2ccc(C)o2)csc1NC(=O)CN1CCCCC1
#11 O=C(Cc1c(F)cccc1Cl)c1ccc(O)cc1O
#12 CCOCCCN(Cc1cc2cc(C)cc(C)c2[nH]c1=O)C(=O)N(CC)CC
#13 COc1ccc(/C=C/C(=O)Nc2cc(S(=O)(=O)N3CCOCC3)ccc2N2CCCC2)cc1OC
#14 Cc1ccc(N(C)S(=O)(=O)c2cccc(C(=O)Nc3nnc(C4CC4)s3)c2)cc1
#15 O=C(Nc1c(Cl)cc(Cl)cc1C(=O)NCCN1CCOCC1)c1cccc([N+](=O)[O-])c1
#16 O=C(CN1CCOCC1)N/N=C/c1ccc(C(=O)O)cc1

entry no.,9,10,11,12,13,14,15,16
Rad51 HR inh,4,0,5,3,0,1,20,12
Cl transport mod,1.3,-0.23,.,0.48,-1.5,0.89,0.92,0.41
hK5 inh,-28,4,-13,-23,-3,-1,-3,3
EBV gp42 inh,14,-9,42,-4,-17,-9,9,-15
Furin inhibitor,-18,-15,-12,-16[20 µM],-20,-19,-16,-27
eIF4E 4G PPI,13,3,0,0,2,-1,1,4
14-3-3 Bad inh,11,-4,4,6,-7,-1,-9,-15
thrombin 1536,-1,-5,3,3,-5,-2,6,-2
NCF1 inh,-7,-11,-13,-9,-8,-10,-6,-2

#17 COc1ccccc1/C=N/NC(=O)CC(=O)NCc1cccnc1
#18 O=C1c2cccc3cc(Br)cc(c23)C(=O)N1Nc1ccc(Br)cc1
#19 CCn1c(SCC(=O)Nc2cc(C)on2)nnc1-c1ccco1
#20 O=c1c2c(nc3cc(-c4cccc(Cl)c4)[nH]n13)CCC2
#21 Cc1ccc(NP(=O)(c2ccc(N(C)C)cc2NC(=O)c2cccs2)N2CCOCC2)cc1 (centres undefined)
#22 CC(=O)CC(C)(C)NC(C)=S
#23 COc1cccc(C(=O)NN2CC(O)=C(c3nc(C)cs3)C2=N)c1
#24 Cc1ccc(S(=O)(=O)NCC(=O)OCC(=O)NCc2ccc(F)cc2)cc1

entry no.,17,18,19,20,21,22,23,24
Rad51 HR inh,.,-1,4,-1,5,7,1,8
Cl transport mod,-0.088,-0.36,-0.12,.,0.64,0.7,-0.8,-0.43
hK5 inh,-8,-2,-25,2,-4,2,-11,1
EBV gp42 inh,-14,4,-4,-12,24,-4,-13,-12
Furin inhibitor,0,-9,-19[20 µM],-15[20 µM],-15,-27,-5,-7
eIF4E 4G PPI,-5,2[fluorescence artefact?],4,2,3,0,5,1
14-3-3 Bad inh,-16,2,-4[fluorescence artefact?],14,0,-3,-8,-1
thrombin 1536,-4,-8,-7,3,-8,0,0,-6
NCF1 inh,5,2,-11,-2,-4,-13,6,-9

#25 CO/N=C1\CCn2c1c(C)c1ccccc12
#26 O=C(/C=C/c1cccc(F)c1)c1ccc(N2CCOCC2)cc1
#27 COc1ccc(/C=C(\C#N)C(=O)NCCCn2ccnc2)cc1
#28 Cc1cc(C)c2c(c1)cc(C)c1nnc(SCC(=O)Nc3cc(C)on3)n12
#29 COc1ccc(S(=O)(=O)N2CCN(C(=O)c3c(C)nn(-c4ccccc4)c3Cl)CC2)cc1
#30 CC1CCCCN1C(=O)CSc1nnc(Cc2ccccc2)n1C (centres undefined)
#31 O=S(=O)(Cc1cc(NCc2ccccc2)nc(-c2ccncc2)n1)c1ccccc1
#32 COCC(=O)NCCc1ccc(S(N)(=O)=O)cc1

entry no.,25,26,27,28,29,30,31,32
Rad51 HR inh,-6,.,6,-3,-1,2,-1,2
Cl transport mod,0.4,-0.71,1.4,-0.26,.,3.2*,.,2
hK5 inh,-6,3,-5,-2,-2,-8,-8,-3
EBV gp42 inh,-4,5,0,-19,-10,-19,1,17
Furin inhibitor,-13,1,6,-8,-21,-7[20 µM],-36,-4
eIF4E 4G PPI,23,-1,1,0,4,0,-2,4
14-3-3 Bad inh,71*,5,-4,3,2,4[fluorescence artefact?],-20,35
thrombin 1536,2,-8,-2,-2,-6,4,4,-7
NCF1 inh,-3,-10,-3,-11,-1,-13,-7,4

#33 CC(=O)N1CCN(c2nc(CC(C)C)c3c(c2C#N)CCC3)CC1
#34 CCOC(=O)N1CCC(NC(=O)Cn2cc3c(n2)CCCCC3)CC1
#35 CC(C)(C)C(=O)Nc1nnc(-c2ccncc2)o1
#36 COC(=O)c1sc2nc(C)c([N+](=O)[O-])c(C)c2c1N
#37 CN1C(=O)C(CC(=O)NC2CCCCC2)N(C)C1=O (centres undefined)
#38 Cc1ccc(S(=O)(=O)Oc2ccccc2N2C(=O)C3CC=CCC3C2=O)cc1 (centres undefined)
#39 CCCCCCC1CC(/C(C)=N\NC(N)=O)OC1=O (centres undefined)
#40 CC1(C)C2CC=C(/C=N/NC(=O)C3CC3)C1C2 (centres undefined)

entry no.,33,34,35,36,37,38,39,40
Rad51 HR inh,.,-5,0,4,.,-8,.,-4
Cl transport mod,.,-0.66,1.5,-0.27,-0.15,0.38,0.22,0.06
hK5 inh,-21,-9,-6,-7,.,-17,-5,-1
EBV gp42 inh,4,-12,-5,2,13,4,-12,-1
Furin inhibitor,-34,-17,-2,-17,-8,-9,-13,-23
eIF4E 4G PPI,6,8,-1[fluorescence artefact?],1,0,-3,6,1
14-3-3 Bad inh,3,1,-5,2,1,-17,-8,-2
thrombin 1536,-2,-7,-4,-11,13,-5,3,-5
NCF1 inh,-1,-9,0,-5,-2,8,-14,0

#41 Cc1ccc(S(=O)(=O)n2nccc2-c2c(-c3ccccc3)noc2C)cc1
#42 CC(C)c1ccc(N2C(=O)CSC23C(=O)N2CCCc4cccc3c42)cc1 (centres undefined)
#43 COc1ccc(CC(=O)N2CC3(C)CC2CC(C)(C)C3)cc1 (centres undefined)
#44 Cc1c(Cc2ccccc2)c(=O)oc2cc(O)ccc12
#45 COc1ccc(C(C(=O)Nc2ccc(C(C)C)cc2)N(Cc2ccco2)C(=O)CC2NC(=O)NC2=O)cc1 (centres undefined)
#46 COc1ccc(Cn2nnnc2C(c2ccccc2Cl)N2CCN(C3CCCC3)CC2)cc1 (centres undefined)
#47 O=C(Nc1ccc(N2CCN(C(=O)c3ccco3)CC2)cc1)c1cccs1
#48 CCCC(=O)NCc1ccccc1Cl

entry no.,41,42,43,44,45,46,47,48
Rad51 HR inh,2,7,4,11,7,0,-4,2
Cl transport mod,-1.8,.,-0.82,-0.065,0.24,.,.,-0.13
hK5 inh,-2,7,2,-8,-10,-17,-10,0
EBV gp42 inh,-9,4,-13,9,12,-16,-1,-6
Furin inhibitor,-8,-22[20 µM],-6[20 µM],-147,-8,-20,-4,-15
eIF4E 4G PPI,0,4,3,6,0,-1,-2,-6
14-3-3 Bad inh,-3,15,-9,-3,0,-10,13,9
thrombin 1536,-2,3,-7,1,-1,-9,0,-7
NCF1 inh,-23,-3,2,-13,-1,-12,-5,-5

Excerpt, entries 40 to 48
#40 CC1(C)C2CC=C(/C=N/NC(=O)C3CC3)C1C2 (centres undefined)
#41 Cc1ccc(S(=O)(=O)n2nccc2-c2c(-c3ccccc3)noc2C)cc1
#42 CC(C)c1ccc(N2C(=O)CSC23C(=O)N2CCCc4cccc3c42)cc1 (centres undefined)
#43 COc1ccc(CC(=O)N2CC3(C)CC2CC(C)(C)C3)cc1 (centres undefined)
#44 Cc1c(Cc2ccccc2)c(=O)oc2cc(O)ccc12
#45 COc1ccc(C(C(=O)Nc2ccc(C(C)C)cc2)N(Cc2ccco2)C(=O)CC2NC(=O)NC2=O)cc1 (centres undefined)
#46 COc1ccc(Cn2nnnc2C(c2ccccc2Cl)N2CCN(C3CCCC3)CC2)cc1 (centres undefined)
#47 O=C(Nc1ccc(N2CCN(C(=O)c3ccco3)CC2)cc1)c1cccs1
#48 CCCC(=O)NCc1ccccc1Cl

entry no.,40,41,42,43,44,45,46,47,48
Rad51 HR inh,-4,2,7,4,11,7,0,-4,2
Cl transport mod,0.06,-1.8,.,-0.82,-0.065,0.24,.,.,-0.13
hK5 inh,-1,-2,7,2,-8,-10,-17,-10,0
EBV gp42 inh,-1,-9,4,-13,9,12,-16,-1,-6
Furin inhibitor,-23,-8,-22[20 µM],-6[20 µM],-147,-8,-20,-4,-15
eIF4E 4G PPI,1,0,4,3,6,0,-1,-2,-6
14-3-3 Bad inh,-2,-3,15,-9,-3,0,-10,13,9
thrombin 1536,-5,-2,3,-7,1,-1,-9,0,-7
NCF1 inh,0,-23,-3,2,-13,-1,-12,-5,-5

(list continues)
#49 CCCOc1ccc(/C(O)=C2/C(=O)C(=O)N(c3cc(C)on3)C2c2ccc(C(=O)OC)cc2)cc1 (centres undefined)
#50 COc1ccccc1CC(=O)Nc1ccc([N+](=O)[O-])cc1O
#51 Cc1cc(OCC(=O)Nc2ccncc2)c(C)cc1Br
#52 CCCCN(CC)S(=O)(=O)N1CCC(C(=O)NCCCN2CCOCC2)CC1
#53 C[C@@H](C(=O)NCc1ccccc1)[C@@H]1C[C@@]1(C)[C@@H](NC(=O)OCc1ccccc1)c1ccccc1
#54 COc1ccc(/C=C2\CCC/C(=C\C=N\N(C)C)C2=O)cc1
#55 CC(=O)Nc1ccc(C(=O)N(C)C(C(=O)Nc2ccc(C)cc2)c2ccccn2)cc1 (centres undefined)
#56 CCOC(=O)C1=C(CC)Nc2ccccc2N=C1NC(=O)Nc1ccc(Cl)c(Cl)c1

entry no.,49,50,51,52,53,54,55,56
Rad51 HR inh,10,.,-2,.,-2,-5,4,3
Cl transport mod,-0.64,.,-1.2,.,-1.5,-0.64,0.011,-0.086
hK5 inh,-11,.,-9,21,-3,-8,-16,-2
EBV gp42 inh,-14,18,-10,-19,-14,-79,-14,0
Furin inhibitor,-14,1,-13[20 µM],-15,-9,0,-22,-5[20 µM]
eIF4E 4G PPI,1[fluorescence artefact?],1,1,1,3[fluorescence artefact?],0,16,-7
14-3-3 Bad inh,20[fluorescence artefact?],3,-3,4,-5[fluorescence artefact?],-9,-14,-1
thrombin 1536,3,-6,-1,-3,2,1,-5,-1
NCF1 inh,-23,3,-3,4,4,-35,0,-49
